High-throughput results as filed in PubChem.
AID2073 – inhibitors of Mint1-CaV2.2 protein interaction, biochemical, HTRF (AID 2073); Voltage-dependent N-type calcium channel subunit alpha-1B (Homo sapiens); HTRF protein-protein interaction, Mint1-CaV2.2; higher % means a stronger effect; inhibition, % at 20 µM; hits with a dose series show IC50 in µM; 0.19% of 290,000 active; in the data active = inhibition mostly above about 51%, no sharp cut-off; note: some results filed as inactive read as strong as hits
HIV peptide binding – inhibitors of HIV fusion peptide binding, primary screen, biochemical, uHTS, fluorescence dequenching (AID 1986) | cell-free peptide binding, fluorescence dequenching, 30 min; higher % means a stronger effect | one-dose inhibition, % at 20 µM; IC50 in µM for titrated hits | 0.3% of 290,000 active; in the data active = inhibition mostly above about 52%, no sharp cut-off; inactive = mostly below about 76%; note: some results filed as inactive read as strong as hits
Ins promoter up – insulin promoter activators in MIN6 cells, imaging, high-content screening, mouse beta cells | MIN6 insulin promoter-GFP reporter; active compounds read high | z-score at 5 µM | 0.3% of 190,000 active | AID 1625, 2009;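 active = z-score above 3 at 5 µM with at least 500 cells counted in the well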
Yfh1-depleted yeast – enhancers of respiration in Yfh1-depleted yeast, dose response, Friedreich's ataxia, plus single-dose screen (AID 1465); S. cerevisiae Yfh1-off respiration, WST-1 reduction, 72 h; higher fold induction means a stronger effect; one-dose fold induction at 50 µM; EC50 in µM for titrated hits; 0.074% of 220,000 active;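 active = fold induction of absorbance versus untreated yeast above a set limit, then at least 30% activation at any dose in follow-up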;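 note: activators that raise dye reduction in frataxin-depleted yeast; strong numbers were not always called active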
WT yeast gro inh – growth inhibition of WT strain, primary screen, mitochondrial fusion inhibitor project, WT and mutant strains, chemical genetic; AID 1362, 2008; inhibition, % at 10 µM; 2.1% of 190,000 active; mitochondrial fusion phenotypic screen; in the data active = inhibition above about 58%; tested in S. cerevisiae
Dynein transport – inhibitors of GR-EGFP nuclear translocation, primary screen, dynein cargo transport inhibitor project, imaging, high-content, 3617.4 mouse cells; 0.47% of 220,000 active; test concentration mostly 20 µM; stimulated with dexamethasone, 1 µM; active compounds read low; z-score, hits read low;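 active = plate z-score of nuclear minus cytoplasmic receptor signal below a set negative limit, without overly bright fluorescence or cell loss, cut at about -3.5 in these data, passing the limit was not always enough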;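 note: z-score of nuclear minus cytoplasmic ring GR-EGFP intensity difference per well; some compounds called inactive have numbers as strong as hits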
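medium = tetracycline-free induction medium containing charcoal-stripped FBS | probe or stimulus = dexamethasone, 1.0 µM final | timing = 48 h induction, then 1 h compound, then 30 min agonist, 37 °C | detection = automated 10x imaging of fixed Hoechst-stained cells | read-out basis = nuclear versus cytoplasmic GR-EGFP signal, averaged per well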
MT stabilizer – microtubule stabilizers in HeLa cells, primary screen, imaging, high-content imaging; HeLa tubulin immunostaining HCS, 24 h; share of cells brighter than vehicle mean+2SD; % tubulin-high responders, % at 10 µM; 0.83% of 200,000 active; AID 2205, 2009;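 active = plate Z-score above 3 for both tubulin-high and condensed-nucleus cell shares, with cell loss under 80%, at 10 µM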;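 note: anti alpha tubulin signal scored within the nucleus-defined area of each cell; some results filed as inactive read as strong as hits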
bCat nuc transl – modulators of beta-catenin nuclear translocation, primary screen, imaging, HeLa cells, immunofluorescence, high-content; nuclear translocation activity, % at 5 µM; 0.3% of 190,000 active; AID 1665, 2009;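 active = nuclear translocation activity above 50% at 5 µM, with a well cell count of 50 or more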;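 note: per-cell ratio of nuclear to cytoplasmic median beta-catenin stain intensity; plate controls were DMSO negative control for no effect and GSK-3 inhibitor IX positive control for full effect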
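Technique: fluorescence imaging of beta-catenin antibody stain plus DAPI / Material: human HeLa cell line / Incubation: compound treatment 24 h, 37°C, 5% CO2 / Read-out basis: % activation of per-cell nuclear versus cytoplasmic median beta-catenin signal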
Autophagy mod – autophagy modulators in MEF cells, primary screen, imaging, high-content, MEF GFP-LC3 | MEF GFP-LC3 puncta imaging; test concentration mostly 10 µM | calls only at 10 µM (by protocol) | 0.98% of 190,000 active;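 active = percentage of spot-positive cells more than 3 SD above its plate mean, without a fluorescence outlier flag or 80% toxicity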;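 note: spot-positive cell cutoff set from DMSO-treated cells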
WT yeast gro inh mutant strain – second read-out of WT yeast gro inh, no call of its own (marks repeat the call); inhibition, %; mitochondrial fusion phenotypic screen, mutant strain inhibition
Dynein transport cytoplasmic EGFP – further read-out of Dynein transport, marked with its call; z-score; measured here: cytoplasmic GR-EGFP intensity; active compounds read high
Dynein transport nuclear GR-EGFP – recorded beside Dynein transport, whose call it bears; z-score; measured here: nuclear GR-EGFP intensity;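 lower value marks the stronger effect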
Dynein transport cell count – second read-out of Dynein transport, no call of its own (marks repeat the call); z-score; measured here: cell count per field
Ins promoter up cell count – also measured in Ins promoter up; calls as there; cell count; measured here: cytotoxicity, nuclei count;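 total cells summed across four imaged fields per well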
bCat nuc transl cell count 5 µM – also measured in bCat nuc transl; calls as there; cell count; measured here: cell count, cytotoxicity flag
MT stabilizer Hoechst-high % – second read-out of MT stabilizer, no call of its own (marks repeat the call); % Hoechst-high responders; measured here: nuclear condensation Hoechst responders;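 share of cells brighter than vehicle mean plus two SD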
MT stabilizer cytotoxicity % – also measured in MT stabilizer; calls as there; toxicity, %; measured here: cytotoxicity by cell density;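 0% = mean cell density of plate MIN control wells and 100% = no cells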
Autophagy mod cell loss 18 h – also measured in Autophagy mod; calls as there; toxicity, %; measured here: cell loss, nuclei count;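 cell loss after 18 h compound exposure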
An asterisk follows results filed as active.

Start of the data: the first 2 records as a preview:
For COC(=O)/C=C1\N/C(=N\c2nc(C)cc(C)n2)N(c2ccc(C)cc2)C1=O the results were AID2073 1.0%, HIV peptide binding -1.4%, Ins promoter up -0.08, Yfh1-depleted yeast inactive, WT yeast gro inh -4.6, Dynein transport -1.03, MT stabilizer 2.6, bCat nuc transl -0.4, Autophagy mod inactive, WT yeast gro inh mutant strain -1.4, Dynein transport cytoplasmic EGFP -0.269, Dynein transport nuclear GR-EGFP -0.817, Dynein transport cell count 0.826, Ins promoter up cell count 1255, bCat nuc transl cell count 5 µM 952, MT stabilizer Hoechst-high % 4.1, MT stabilizer cytotoxicity % 6.7 and Autophagy mod cell loss 18 h 7.7.
`CSc1nc(SCC(=O)NCC2CCCO2)c2c3c(sc2n1)CN(C)CC3` (stereo not drawn) gave AID2073 19.6%, HIV peptide binding -1.2%, Dynein transport -0.384, bCat nuc transl -0.9, Dynein transport cytoplasmic EGFP -0.192, Dynein transport nuclear GR-EGFP 0.357, Dynein transport cell count 0.255 and bCat nuc transl cell count 5 µM 1331.

The listing, from the first entry:
For COC(=O)/C=C1\N/C(=N\c2nc(C)cc(C)n2)N(c2ccc(C)cc2)C1=O the results were AID2073 1.0%, HIV peptide binding -1.4%, Ins promoter up -0.08, Yfh1-depleted yeast inactive, WT yeast gro inh -4.6, Dynein transport -1.03, MT stabilizer 2.6, bCat nuc transl -0.4, Autophagy mod inactive, WT yeast gro inh mutant strain -1.4, Dynein transport cytoplasmic EGFP -0.269, Dynein transport nuclear GR-EGFP -0.817, Dynein transport cell count 0.826, Ins promoter up cell count 1255, bCat nuc transl cell count 5 µM 952, MT stabilizer Hoechst-high % 4.1, MT stabilizer cytotoxicity % 6.7 and Autophagy mod cell loss 18 h 7.7.
`CSc1nc(SCC(=O)NCC2CCCO2)c2c3c(sc2n1)CN(C)CC3` (stereo not drawn) gave AID2073 19.6%, HIV peptide binding -1.2%, Dynein transport -0.384, bCat nuc transl -0.9, Dynein transport cytoplasmic EGFP -0.192, Dynein transport nuclear GR-EGFP 0.357, Dynein transport cell count 0.255 and bCat nuc transl cell count 5 µM 1331.
For O=C(O)CCc1ccc(-c2ccc(Cl)cc2)n1Cc1ccco1 the results were AID2073 15.4%, HIV peptide binding 18.2%, Ins promoter up -0.16, Yfh1-depleted yeast inactive, WT yeast gro inh -8.3, Dynein transport -1.39, MT stabilizer 3.8, bCat nuc transl 0.7, Autophagy mod inactive, WT yeast gro inh mutant strain -1.4, Dynein transport cytoplasmic EGFP -0.0798, Dynein transport nuclear GR-EGFP -0.691, Dynein transport cell count -0.0128, Ins promoter up cell count 1288, bCat nuc transl cell count 5 µM 885, MT stabilizer Hoechst-high % 1.9, MT stabilizer cytotoxicity % 7.2 and Autophagy mod cell loss 18 h 1.4.
For CCn1c(CCCc2ccc(OC)c(C)c2)n[nH]c1=S the results were AID2073 4.4%, HIV peptide binding -0.8%, Ins promoter up 0.81, Yfh1-depleted yeast inactive, WT yeast gro inh 10.4, Dynein transport 0.274, MT stabilizer 1.9, bCat nuc transl -0.7, Autophagy mod inactive, WT yeast gro inh mutant strain 14.6, Dynein transport cytoplasmic EGFP -0.317, Dynein transport nuclear GR-EGFP 0.431, Dynein transport cell count -0.93, Ins promoter up cell count 1247, bCat nuc transl cell count 5 µM 1479, MT stabilizer Hoechst-high % 4.4, MT stabilizer cytotoxicity % 10.9 and Autophagy mod cell loss 18 h 6.4.
For CCOc1ncccc1C(=O)Nc1nc(SC)ns1 the results were AID2073 4.5%, HIV peptide binding -1.0%, Ins promoter up -0.27, Yfh1-depleted yeast inactive, WT yeast gro inh 11.9, Dynein transport 0.114, MT stabilizer 3.7, bCat nuc transl -4.6, Autophagy mod inactive, WT yeast gro inh mutant strain 17.9, Dynein transport cytoplasmic EGFP -0.347, Dynein transport nuclear GR-EGFP 0.359, Dynein transport cell count 0.782, Ins promoter up cell count 1371, bCat nuc transl cell count 5 µM 1065, MT stabilizer Hoechst-high % 3.2, MT stabilizer cytotoxicity % 9.5 and Autophagy mod cell loss 18 h 10.3.
Cc1cccc(-c2nc3c(c(=O)c4ccccc4n3C)c(=O)n2-c2ccccc2)c1 was read as AID2073 3.2%, HIV peptide binding -0.1%, Ins promoter up 0.36, Yfh1-depleted yeast inactive, Dynein transport -0.523, bCat nuc transl 0.7, Dynein transport cytoplasmic EGFP -0.274, Dynein transport nuclear GR-EGFP 0.133, Dynein transport cell count 0.793, Ins promoter up cell count 780 and bCat nuc transl cell count 5 µM 1364.
For O=C(CSCc1cccc(Cl)c1)Nc1ccccc1-c1ccccc1 the results were AID2073 -2.7%, HIV peptide binding -0.8%, Ins promoter up -1.3, Yfh1-depleted yeast inactive, WT yeast gro inh 64.0*, Dynein transport 0.448, MT stabilizer 2.4, bCat nuc transl 1.7, Autophagy mod inactive, WT yeast gro inh mutant strain -4.3*, Dynein transport cytoplasmic EGFP -0.234, Dynein transport nuclear GR-EGFP 0.553, Dynein transport cell count -1.09, Ins promoter up cell count 1442, bCat nuc transl cell count 5 µM 1083, MT stabilizer Hoechst-high % 1.5, MT stabilizer cytotoxicity % 11.3 and Autophagy mod cell loss 18 h 7.0.
Screening Cc1onc(-c2ccccc2)c1C(=O)N1CCOC12CCN(c1cccc(F)n1)CC2 returned AID2073 23.6%, HIV peptide binding -0.9%, Ins promoter up 0.06, Yfh1-depleted yeast inactive, WT yeast gro inh 10.2, Dynein transport -0.594, MT stabilizer 4.2, bCat nuc transl -3.1, Autophagy mod inactive, WT yeast gro inh mutant strain 10.1, Dynein transport cytoplasmic EGFP -0.312, Dynein transport nuclear GR-EGFP 0.0385, Dynein transport cell count 1.64, Ins promoter up cell count 1191, bCat nuc transl cell count 5 µM 1120, MT stabilizer Hoechst-high % 0.7, MT stabilizer cytotoxicity % 17.8 and Autophagy mod cell loss 18 h 4.9.
For CC(C)c1cccc(C(C)C)c1NC(=O)COC(=O)C1=COCCO1 the results were AID2073 6.4%, HIV peptide binding 1.1%, Ins promoter up -1.31, Yfh1-depleted yeast inactive, WT yeast gro inh -15.8, Dynein transport 0.607, MT stabilizer 4.3, bCat nuc transl 1.1, Autophagy mod inactive, WT yeast gro inh mutant strain 6.2, Dynein transport cytoplasmic EGFP -0.183, Dynein transport nuclear GR-EGFP -0.0481, Dynein transport cell count -0.316, Ins promoter up cell count 1295, bCat nuc transl cell count 5 µM 1052, MT stabilizer Hoechst-high % 1.1, MT stabilizer cytotoxicity % 7.1 and Autophagy mod cell loss 18 h -7.7.
Screening CN1/C(=C\C(=O)c2cccnc2Cl)C(C)(C)c2ccccc21 returned AID2073 22.2%, HIV peptide binding -2.9%, Ins promoter up 0.11, Yfh1-depleted yeast inactive, WT yeast gro inh 9.4, Dynein transport -0.0604, MT stabilizer 2.3, Autophagy mod inactive, WT yeast gro inh mutant strain 9.9, Dynein transport cytoplasmic EGFP -0.3, Dynein transport nuclear GR-EGFP -0.477, Dynein transport cell count -0.0759, Ins promoter up cell count 1258, MT stabilizer Hoechst-high % 3.7, MT stabilizer cytotoxicity % 6.6 and Autophagy mod cell loss 18 h -2.7.
Screening CCC(C)NC(=O)CCSc1ccc(C)cc1 (stereo not drawn) returned AID2073 -0.7%, HIV peptide binding 1.4%, Ins promoter up 0.22, Yfh1-depleted yeast inactive, WT yeast gro inh 14.8, Dynein transport 1.14, MT stabilizer 3.0, bCat nuc transl 0.3, Autophagy mod inactive, WT yeast gro inh mutant strain -2.7, Dynein transport cytoplasmic EGFP -0.237, Dynein transport nuclear GR-EGFP 0.814, Dynein transport cell count -1.32, Ins promoter up cell count 1213, bCat nuc transl cell count 5 µM 563, MT stabilizer Hoechst-high % 2.5, MT stabilizer cytotoxicity % 0.3 and Autophagy mod cell loss 18 h -1.2.
COc1ccc(C2C(=O)N(CCc3ccccc3)CC(=O)N2C2CCCC2)cc1 (stereo not drawn) was read as AID2073 0.3%, HIV peptide binding -0.6%, Ins promoter up 0.01, Yfh1-depleted yeast inactive, WT yeast gro inh -7.2, Dynein transport -0.155, MT stabilizer 2.5, bCat nuc transl 0.3, Autophagy mod inactive, WT yeast gro inh mutant strain -5.1, Dynein transport cytoplasmic EGFP -0.192, Dynein transport nuclear GR-EGFP -0.0563, Dynein transport cell count -0.0579, Ins promoter up cell count 1555, bCat nuc transl cell count 5 µM 1303, MT stabilizer Hoechst-high % 2.4, MT stabilizer cytotoxicity % 9.5 and Autophagy mod cell loss 18 h -0.6.
`Cc1cc(=O)oc2cc(OCC(=O)NCc3ccccn3)ccc12` gave AID2073 -0.6%, HIV peptide binding -0.9%, Ins promoter up -0.41, Yfh1-depleted yeast inactive, WT yeast gro inh 0.4, Dynein transport 0.967, MT stabilizer 3.0, bCat nuc transl -0.5, Autophagy mod inactive, WT yeast gro inh mutant strain 5.9, Dynein transport cytoplasmic EGFP 0.0238, Dynein transport nuclear GR-EGFP 0.00589, Dynein transport cell count -1.53, Ins promoter up cell count 1366, bCat nuc transl cell count 5 µM 1328, MT stabilizer Hoechst-high % 1.7, MT stabilizer cytotoxicity % 1.6 and Autophagy mod cell loss 18 h -5.3.
Screening O=C(Nc1ccccn1)c1nc(-c2ccccc2)n(-c2ccccc2)n1 returned AID2073 0.1%, HIV peptide binding -0.3%, Yfh1-depleted yeast inactive, WT yeast gro inh -10.3, Dynein transport 0.578, MT stabilizer 2.3, bCat nuc transl -0.3, Autophagy mod inactive, WT yeast gro inh mutant strain -8.3, Dynein transport cytoplasmic EGFP -0.311, Dynein transport nuclear GR-EGFP 0.00184, Dynein transport cell count -0.435, bCat nuc transl cell count 5 µM 952, MT stabilizer Hoechst-high % 3.8, MT stabilizer cytotoxicity % 6.1 and Autophagy mod cell loss 18 h -10.3.
